# From PubChem
# LAP4-GFP MLPCN: alters LAP4-GFP fluorescence in TOR pathway yeast screen; S. cerevisiae LAP4-GFP multiplex, flow cytometry GFP, 3 h; median GFP as percent of DMSO wells; GFP response vs DMSO, % at 10 µM; actives 0.34% (n = 320,000);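 active = GFP response vs DMSO above a set limit, about the screen mean plus 3 SD, cut at about 150% in these data; inconclusive = under 70 cell events counted for the yeast strain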
# VLA-4 inh: inhibition in a human VLA-4 binding assay; VLA-4 expressing cells, ligand binding flow cytometry; actives 0.2% (n = 330,000); AID 2557; inhibition, % (about 7 µM as worked out from the volumes in the protocol); in the data active = inhibition above about 50%
# RPL19A TOR yeast: yeast TOR pathway RPL19A-GFP modulation | S. cerevisiae RPL19A-GFP strain, flow cytometry, 3 h; hits give low values | percent response vs DMSO, % at 10 µM | actives 0.3% (n = 330,000) | AID 2025;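 active = percent response vs DMSO below 50%; inconclusive = fewer than 70 events counted for the yeast strain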;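 note: median channel GFP fluorescence of the barcoded RPL19A-GFP strain; ratio of sample median GFP to plate DMSO average so 100% = DMSO; lower means less RPL19A-GFP as with rapamycin TOR inhibition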
# MEP2 TOR yeast: modulators of TOR pathway MEP2-GFP in S. cerevisiae | S. cerevisiae MEP2-GFP strain, flow cytometry GFP, 3 h; 100% = DMSO control level | GFP response vs DMSO, % at 10 µM | actives 0.51% (n = 330,000) | AID 2016;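 active = GFP response versus DMSO above a set limit, roughly screen mean plus 3 SD, cut at about 180% in these data; inconclusive = fewer than 70 cells counted for a yeast strain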;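 note: median GFP fluorescence of the barcode-gated MEP2-GFP cells per well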
# GRK2 aptamer HTS: human GRK2 inhibition via aptamer displacement; bead flow cytometry, FAM-aptamer displacement from GRK2; inhibition of aptamer binding, % at 10 µM; actives 0.59% (n = 330,000); AID 488847;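 active = inhibition of aptamer binding above 40%, roughly 3 SD of noise, on plates passing a quality check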;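 note: median bead fluorescence of bound FAM aptamer so fluorescent compounds give negative values; no value below 0 was filed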
# Target sequence (P25098 whole entry, looked up): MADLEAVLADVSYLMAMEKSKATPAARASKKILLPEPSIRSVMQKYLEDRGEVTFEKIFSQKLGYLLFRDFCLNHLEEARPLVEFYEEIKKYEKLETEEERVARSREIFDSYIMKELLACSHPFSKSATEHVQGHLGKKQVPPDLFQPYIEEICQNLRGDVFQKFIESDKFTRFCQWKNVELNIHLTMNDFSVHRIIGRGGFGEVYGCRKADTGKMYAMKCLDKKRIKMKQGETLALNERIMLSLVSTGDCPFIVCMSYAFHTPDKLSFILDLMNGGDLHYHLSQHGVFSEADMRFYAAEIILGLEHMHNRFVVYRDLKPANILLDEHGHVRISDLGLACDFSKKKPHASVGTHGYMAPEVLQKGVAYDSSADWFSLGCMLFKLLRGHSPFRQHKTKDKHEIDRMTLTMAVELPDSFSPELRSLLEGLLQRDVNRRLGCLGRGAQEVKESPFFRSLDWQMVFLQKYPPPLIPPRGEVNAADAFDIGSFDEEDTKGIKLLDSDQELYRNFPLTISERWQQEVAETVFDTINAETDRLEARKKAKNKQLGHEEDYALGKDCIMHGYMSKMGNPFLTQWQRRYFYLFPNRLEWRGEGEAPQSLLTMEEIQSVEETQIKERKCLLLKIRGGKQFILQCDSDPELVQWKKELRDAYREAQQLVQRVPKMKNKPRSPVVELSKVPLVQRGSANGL
# CIT2 TOR yeast: yeast TOR pathway CIT2-GFP modulation; GFP response vs DMSO, % at 10 µM; S. cerevisiae CIT2-GFP strain, flow cytometry, 3 h; 100 means same as DMSO wells; actives 0.065% (n = 320,000);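 active = GFP response relative to DMSO above a set limit, near the screen mean plus 3 SD, cut at about 150% in these data; inconclusive = Fewer than 70 cells measured for a yeast strain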;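 note: ratio of well median GFP fluorescence to mean of DMSO wells on the plate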
# AGP1-GFP MLPCN: modulators of TOR pathway AGP1-GFP in S. cerevisiae. S. cerevisiae AGP1-GFP multiplex flow cytometry, 3 h; GFP as percent of DMSO wells. GFP response vs DMSO, % at 10 µM. actives 0.02% (n = 320,000);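 active = GFP response relative to DMSO above a set limit, near screen average plus 3 SD, cut at about 150% in these data; inconclusive = fewer than 70 cells counted for the yeast strain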;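 note: median GFP channel fluorescence of the gated AGP1 strain per well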
# Yeast superoxide: lowers age-related superoxide in aged yeast cells | superoxide response (% of plate mean), % at 10 µM | AID 2690 | S. cerevisiae aged cells, superoxide DHE fluorescence; hits give low values | actives 0.18% (n = 330,000);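 active = superoxide response under a set limit, about three screen SD below normal, cut at about 65% in these data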;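 note: yeast aged for seven days with compound at 30 °C before DHE staining; 100% = average MFI of all compound-treated wells on the plate with controls excluded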
# * hit, by the source's call; i = inactive; ? = inconclusive; . = not tested or not shown; [ ] = another dose, or the depositor's remark.
SMILES,LAP4-GFP MLPCN,VLA-4 inh,RPL19A TOR yeast,MEP2 TOR yeast,GRK2 aptamer HTS,CIT2 TOR yeast,AGP1-GFP MLPCN,Yeast superoxide
COc1ccc(/C=C/C(=O)NCc2cn(C)nc2C)cc1COc1ccc(Cl)cc1Br,102,3,98,99,0,100,105,134
S=C(NCc1ccc2[nH]c3c(c2c1)CCCC3)Nc1ccccc1,90,3,101,96,2,97,96,116
CCOC(=O)Cn1c(=O)cc(C)c2cccc(C)c21,89,1,103,99,0,95,102,114
O=C(NNS(=O)(=O)c1ccc(F)cc1)c1cnn(-c2ccccc2)c1C(F)(F)F,103,2,99,92,0,102,102,95
COc1ccc(C)cc1N(C(=O)COc1ccccc1)c1nc2ccccc2s1,101,-9,98,104,2,94,93,110
COc1ccc(C(=O)CSc2nnc(CNc3nc(-c4ccccc4)cs3)n2C)cc1,104,12,104,104,2,104,105,104
CN(Cc1ccccc1)C(=O)CN1C(=O)c2ccccc2S1(=O)=O,103,3,107,111,0,112,108,99
COc1cc(CC(=O)Nc2nc(-c3ccccc3)c(C(C)=O)s2)cc(OC)c1OC,106,2,101,106,0,104,102,94
COCCC(=O)N1CCCC(CNS(=O)(=O)c2ccc(OC)cc2)C1 (stereo unspecified),101,1,95,96,0,99,92,95
CSc1cccc(NC(=O)CCCOc2ccccc2)c1,96,15,106,106,0,95,100,99
Cc1ccc(C(=O)c2oc3ccccc3c2N)cc1,106,-5,94,98,2,97,81,87
c1ccc(CSCc2nc3ccccc3[nH]2)cc1,90,-13,96,103,1,95,90,108
CCCc1cc(=O)oc2c(CNc3ccc(OCC)cc3)c(O)ccc12,103,14,104,94,13,91,94,94
Cc1ccccc1NC1=C(C(=O)c2ccccc2)N(C)S(=O)(=O)c2ccccc21,79,4,85,93,1,74,83,107
CCN(CC)Cc1ccccn1,110,24,96,90,2,94,102,92
CSc1nc(C)nc(N/C=C(\C#N)S(=O)(=O)c2ccccc2Cl)n1,98,2,95,104,5,94,100,101
Cc1ccc(S(=O)(=O)n2cnc3cc([N+](=O)[O-])ccc32)cc1C,96,-8,91,102,0,106,93,103
CCOC(=O)c1c(NC(C)=O)sc2c(O)c(Br)ccc12,99,3,100,103,0,88,94,98
COc1ccc(CNC(=O)CN(C(=O)c2csnn2)c2cccc3ccccc23)cc1,88,1,103,103,1,95,98,88
CN(CCN1CCOCC1)Cc1nc(-c2cccs2)no1,96,27,102,101,2,103,99,82

# Ordered by heavy-atom count (highest first): 3 of the compounds above
SMILES,LAP4-GFP MLPCN,VLA-4 inh,RPL19A TOR yeast,MEP2 TOR yeast,GRK2 aptamer HTS,CIT2 TOR yeast,AGP1-GFP MLPCN,Yeast superoxide
COc1ccc(C(=O)CSc2nnc(CNc3nc(-c4ccccc4)cs3)n2C)cc1,104,12,104,104,2,104,105,104
CSc1nc(C)nc(N/C=C(\C#N)S(=O)(=O)c2ccccc2Cl)n1,98,2,95,104,5,94,100,101
c1ccc(CSCc2nc3ccccc3[nH]2)cc1,90,-13,96,103,1,95,90,108

# The main list resumes; the two compounds before the break are reprinted first.
SMILES,LAP4-GFP MLPCN,VLA-4 inh,RPL19A TOR yeast,MEP2 TOR yeast,GRK2 aptamer HTS,CIT2 TOR yeast,AGP1-GFP MLPCN,Yeast superoxide
COc1ccc(CNC(=O)CN(C(=O)c2csnn2)c2cccc3ccccc23)cc1,88,1,103,103,1,95,98,88
CN(CCN1CCOCC1)Cc1nc(-c2cccs2)no1,96,27,102,101,2,103,99,82
CCC1Oc2ccccc2N(CC(=O)NC2CC2)C1=O (stereo unspecified),103,-1,99,99,2,102,102,97
Cc1ccc(C)c(NC(=O)CSc2nc(C)cc(C)c2C#N)c1,96,-1,97,97,0,89,91,120
O=[N+]([O-])C(=C1SCCS1)C(=C(Cl)Cl)N1CCCCC1,119,1,98,103,7,84,100,97
C[C@@]12CCC3[C@@](CCC4[C@@]3(C)CCC[C@@]4(C)C(=O)Nc3ccc(Cl)cc3)(CC1=O)C2 (stereo partly specified),92,14,96,89,1,93,74,105
Cc1cccc(-n2cccc2)c1C#N,102,1,97,105,2,99,103,88
CC1=C(C)CC(C(=O)c2ccccc2)C(C(=O)O)C1 (stereo unspecified),110,-12,95,98,1,92,93,92
O=C(CSc1nn(-c2ccccc2)c(=S)s1)NC1CCS(=O)(=O)C1 (stereo unspecified),83,13,98,98,1,95,92,97
Cc1ccc(C)c(OCc2cc(C(=O)N(C)Cc3nccs3)no2)c1,111,14,98,93,1,97,98,124
O=C(COc1ccc(F)cc1)N1CCC(c2ccccc2)C1 (stereo unspecified),95,8,96,99,1,97,97,92
COc1ccc(C)cc1NS(=O)(=O)c1cccc2nonc12,100,8,97,96,0,89,96,98
CC1C=CCC2C(=O)N(c3ccc(OC(=O)c4cccs4)cc3)C(=O)C12 (stereo unspecified),98,0,100,100,2,98,96,93
Cc1nc2cc(Cl)c([N+](=O)[O-])cc2s1,92,1,104,107,0,100,99,95
COC(=O)c1sc(NC(=S)NC(=O)c2cccc(Br)c2)nc1C,93,-4,98,102,5,94,96,107
CC(=O)C1=C(O)C(=O)N(Cc2ccccc2)C1c1ccc(Cl)cc1 (stereo unspecified),105,7,105,107,0,101,105,98
CCOC(=O)C1CCN(Cc2ccc(OC)cc2OC)CC1,105,7,104,105,3,101,107,98
COC(=O)c1ccccc1NC(=O)CN(C1CCCCC1)S(C)(=O)=O,102,3,99,103,0,103,100,101
COc1ccc(C2CC(=O)C(C3NCCc4ccccc43)=C(O)C2n2cncn2)cc1 (stereo unspecified),97,-11,108,99,2,103,100,99
CCOC(=O)C1CCN(Cc2cccc(Oc3ccc(Cl)cc3)c2)CC1,96,8,103,106,0,109,105,98
CCOC(=O)c1c(-c2ccc(OC)cc2)csc1NC(=O)C1CCCO1 (stereo unspecified),95,10,101,99,0,100,98,91
CC(OC(=O)c1ccc2noc(-c3ccccc3)c2c1)C(N)=O (stereo unspecified),110,7,110,116,0,94,95,102
CC(C)OC(=O)C(C)Oc1ccc(C(=O)NCCc2ccccc2)cc1 (stereo unspecified),101,i,98,95,5,89,103,101
O=S1(=O)N=C2CCCCCN2C(c2ccc(F)cc2)N1 (stereo unspecified),105[may fluoresce violet],1,17*[may fluoresce violet],192*[may fluoresce violet],0,?,?,96
COc1ccccc1-n1cnc2cc(NC(C)=O)ccc21,100,-2,92,100,3,85,91,100
CC1CCCC(C)N1C(=O)CN1C(=O)C(C)(C)Oc2ccc(C(=O)NC3CCCCC3)cc21 (stereo unspecified),100,3,100,106,2,96,97,87
CN(C)CCCN(C(=O)c1ccc(S(=O)(=O)N2CCc3ccccc32)cc1)c1nc2ccc(Cl)cc2s1,90,18,99,100,0,94,99,103
C/C(=N\NC(=O)CSc1nnc(C)s1)c1ccc(O)cc1,90,21,102,101,6,101,99,104
COCCN(C(=O)c1ccco1)c1nnc(-c2ccc(OC)c(OC)c2)s1,107,1,103,119,0,113,74,90
CC(C(=O)N1CCOCC1)N1C(=O)C2C3C=CC(C4CC34)C2C1=O (stereo unspecified),113,8,104,108,1,98,108,104
CC1CCN(CCC(=O)Nc2ccccc2)CC1,102,6,99,105,0,102,106,108
O=C(CCNC(=O)c1ccc(Cl)cc1)NCCCN1CCOCC1,95,39,98,100,0,102,102,107
O=[N+]([O-])c1ccc(-c2ccc(/C=N/c3c(-c4ccco4)nc4ccccn34)o2)cc1,95,-85,99,105,2,98,106,101
COc1cc(CNS(=O)(=O)c2ccc3c(c2)CC(C)N3C(=O)C2CCC2)cc(OC)c1OC (stereo unspecified),95,-3,97,100,1,108,105,105
CCc1ccc(S(=O)(=O)NCc2cccs2)cc1,93,1,101,91,1,98,96,107
O=C(c1ccccc1)N1CCN(c2ccccc2F)CC1,94,7,95,100,2,.,104,98
COCCNC(=O)CSc1ccc(C)cc1,101,1,103,100,4,101,101,103
Cc1cc(C(=O)Nc2ccc(N3CCCCC3)cc2)no1,111,2,98,106,1,96,99,83
COc1ccccc1CCC(=O)NC1CCCN(c2ccc(C(F)(F)F)cn2)C1 (stereo unspecified),95,-109,100,99,3,98,99,95
C#CCNc1ccc([N+](=O)[O-])cc1,89,0,106,105,0,107,105,87
CN(C)CCCNc1cn[nH]c(=O)c1Cl,93,2,99,103,3,101,100,91
CN(C)/C=N/c1nc(-c2ccc3ccccc3c2)cs1,101,5,110,105,0,99,91,99
O=C(NCC(=O)N1CCN(c2cccc(Cl)c2)CC1)c1ccc(Br)o1,104,10,98,100,0,90,102,94
CCCCNc1c2c(nc3c(-c4ccccc4)c(C)nn13)CCC2,103,1,102,110,4,82,46,109
CC(=O)N1C(C)(C)CC(=NOC(=O)c2ccccc2)CC1(C)C,91,-2,97,95,0,85,86,106
CCN1CCC2(CC1)N=C(c1ccc(F)cc1)C(=S)N2C(=O)c1ccc(C)cc1,93,17,98,93,4,86,85,97
O=c1[nH]c2ccsc2c(=O)n1-c1ccc(F)cc1,102,-4,99,109,1,112,107,83
CC(C)C12CN3CC(C(C)C)(CN(C1)C3c1ccccc1)C2O (stereo unspecified),113,5,106,109,0,110,111,91
CCOC(=O)C1CCN(Cc2cn[nH]c2-c2ccc(C)cc2)CC1,100,3,101,103,1,105,106,131
CC(=O)c1ccc(NC(=O)C2CCCO2)cc1 (stereo unspecified),99,-4,106,105,0,98,99,101
Cc1ccc(N2CCN(C(=O)N3CCCC3)CC2)cc1Cl,104,11,96,99,1,86,97,87
CCc1ccc(S(=O)(=O)Nc2ccc(O)c3ccccc23)cc1,111,0,104,110,1,100,94,104
CCC1(C)NC(=O)N(CC(=O)N2N=C(c3ccccc3)CC2c2ccc(OC)cc2)C1=O (stereo unspecified),98,-19,101,107,0,110,102,94
OCC1CCCN(C(=S)Nc2ccc(Oc3ccccc3)cc2)C1 (stereo unspecified),102,2,99,97,2,99,103,96
Cc1ccc(S(=O)(=O)NC(=O)COc2ccccc2)cc1,94,15,92,99,0,90,90,126
COc1cc(C(C(=O)NC(C)(C)C)N(C(=O)CNC(=O)c2cccs2)c2ccccc2)cc(OC)c1OC (stereo unspecified),99,17,101,102,0,95,98,121
COc1ccc(Cn2c(=O)sc3ccccc32)cc1,119,11,102,100,3,93,96,86
Cn1c(CCC(=O)OCC(=O)NCc2ccccc2Cl)nc(=O)c2ccccc21,102,15,96,99,8,101,101,103
O=C(CN(C(=O)c1csnn1)c1cccc(F)c1)NCc1ccc(F)cc1,91,2,95,95,0,98,95,104
C1CCN=C(Nc2nn[nH]n2)CC1,98,5,102,104,0,110,106,100
CC(C)C(=O)NCCc1nc2ccccc2n1CCCOc1ccc(Cl)cc1,105,5,99,105,2,107,105,96
O=C(Nc1cccc(NC(=O)c2cccs2)c1)c1ccc(F)cc1,91,28,105,106,3,105,106,98
# Next part
SMILES,LAP4-GFP MLPCN,VLA-4 inh,RPL19A TOR yeast,MEP2 TOR yeast,GRK2 aptamer HTS,CIT2 TOR yeast,AGP1-GFP MLPCN,Yeast superoxide
CCCN1C2CCCC1CC(NC(=O)C1CCCCC1)C2 (stereo unspecified),84,6,94,94,0,.,93,100
CCOc1ccc(CCNC(=O)COC(=O)c2sccc2C)cc1OCC,95,-13,92,92,0,89,98,92
COCCNC(=O)c1cc2nc(-c3ccccc3)cc(C)n2n1,100,3,96,102,4,101,98,98
O=C(COc1ccc(Br)cc1)N(CCO)CCO,102,12,99,110,0,100,104,97
CCOC(=O)C1CCN(Cc2cc(C(C)(C)C)c(O)c(C(C)(C)C)c2)CC1,110,7,104,108,0,108,108,83
CCC(C(=O)NCCCN1CCN(CC)CC1)n1nc(C)n2c(cc3occc32)c1=O (stereo unspecified),106,29,100,103,2,100,105,81
